# AID2073: inhibitors of Mint1-CaV2.2 protein interaction, biochemical, HTRF (AID 2073); Voltage-dependent N-type calcium channel subunit alpha-1B (Homo sapiens); HTRF protein-protein interaction, Mint1-CaV2.2; higher % means a stronger effect; inhibition, % at 20 µM; hits with a dose series show IC50 in µM; 290,000 compounds, 0.19% hits; in the data active = inhibition mostly above about 51%, no sharp cut-off; also: some results filed as inactive read as strong as hits
# HIV fusion peptide: inhibitors of HIV fusion peptide binding, primary screen, biochemical, uHTS, fluorescence dequenching (AID 1986); cell-free peptide binding, fluorescence dequenching, 30 min; higher % means a stronger effect; inhibition, % at 20 µM; hits with a dose series show IC50 in µM; 290,000 compounds, 0.3% hits; in the data active = inhibition mostly above about 52%, no sharp cut-off; inactive = mostly below about 76%; also: some results filed as inactive read as strong as hits
# Numbers without * were called inactive. Some of the compounds tested; count on the stated rates, not on these rows.
structure: COc1ccc(C(=O)Nc2nnc(S(=O)(=O)N(C)Cc3ccccc3)s2)cc1
  AID2073: 21%
  HIV fusion peptide: 0.7%
structure: CCCCOc1ccc(C(=O)NCC(=O)NC2CCN(Cc3ccccc3)CC2)cc1
  AID2073: 10%
  HIV fusion peptide: -1.3%
structure: CCC1(c2ccccc2)NC(=O)N(CC(=O)Nc2ccccc2N2CCCCC2)C1=O (centres undefined)
  AID2073: 5%
  HIV fusion peptide: 2.6%
structure: Cc1ccc(CN(CC(=O)NC2CCCC2)C(=O)c2csnn2)cc1
  AID2073: 2%
  HIV fusion peptide: 0.5%
structure: Cc1nc(NC(=O)c2cnccn2)ccc1Br
  AID2073: 16%
  HIV fusion peptide: -1.2%
structure: CC(NC(=O)COc1ccc(S(=O)(=O)N2CCCC2)cc1)c1ccccc1 (centres undefined)
  AID2073: 14%
  HIV fusion peptide: 1.0%
structure: CN(C)c1ccc(C2Nc3cccc4cccc(c34)N2)cc1
  AID2073: -13%
  HIV fusion peptide: -4.3%
structure: CCCCc1nnc(NC(=O)c2cccc(S(=O)(=O)N3CCN(C)CC3)c2)s1
  AID2073: 5%
  HIV fusion peptide: -0.6%
structure: CC(=O)c1ccc(NC(=S)NC(=O)Cc2ccc(Cl)cc2)cc1
  AID2073: 7%
  HIV fusion peptide: 1.2%
structure: CC1(C)Cc2c(C#N)c(SCCO)nc(N3CCOCC3)c2CO1
  AID2073: 20%
  HIV fusion peptide: -1.7%
structure: Cc1noc(C)c1S(=O)(=O)N(CC(=O)NC1CCCC1)c1ccc(C(C)C)cc1
  AID2073: 3%
  HIV fusion peptide: -0.5%
structure: Cc1ccc(S(=O)(=O)N2CCCC(C(=O)NC3CC3)C2)cc1 (centres undefined)
  AID2073: -5%
  HIV fusion peptide: -1.1%
structure: COc1ccc(NC(=O)COc2ccc3c(c2)OCO3)cc1
  AID2073: 9%
  HIV fusion peptide: 1.7%
structure: COc1ccccc1-c1c(C)nn2c(N)c(-c3ccc(Cl)cc3)cnc12
  AID2073: 14%
  HIV fusion peptide: 0.9%
structure: CCOc1ccccc1N1CC(C(=O)N2CCOCC2)CC1=O (centres undefined)
  AID2073: 4%
  HIV fusion peptide: 0.0%

# Next section, overlapping the part above by 7 compounds.
structure: CC(=O)c1ccc(NC(=S)NC(=O)Cc2ccc(Cl)cc2)cc1
  AID2073: 7%
  HIV fusion peptide: 1.2%
structure: CC1(C)Cc2c(C#N)c(SCCO)nc(N3CCOCC3)c2CO1
  AID2073: 20%
  HIV fusion peptide: -1.7%
structure: Cc1noc(C)c1S(=O)(=O)N(CC(=O)NC1CCCC1)c1ccc(C(C)C)cc1
  AID2073: 3%
  HIV fusion peptide: -0.5%
structure: Cc1ccc(S(=O)(=O)N2CCCC(C(=O)NC3CC3)C2)cc1 (centres undefined)
  AID2073: -5%
  HIV fusion peptide: -1.1%
structure: COc1ccc(NC(=O)COc2ccc3c(c2)OCO3)cc1
  AID2073: 9%
  HIV fusion peptide: 1.7%
structure: COc1ccccc1-c1c(C)nn2c(N)c(-c3ccc(Cl)cc3)cnc12
  AID2073: 14%
  HIV fusion peptide: 0.9%
structure: CCOc1ccccc1N1CC(C(=O)N2CCOCC2)CC1=O (centres undefined)
  AID2073: 4%
  HIV fusion peptide: 0.0%
structure: COc1ccc(-c2nnc(N3CCOCC3)c3ccccc23)cc1
  AID2073: 11%
  HIV fusion peptide: -1.2%
structure: Cc1ccc(-c2nc(CSCC(=O)NCC3CCCO3)c(C)o2)cc1 (centres undefined)
  AID2073: 4%
  HIV fusion peptide: 2.4%
structure: Cc1ccc(CN(C(=O)c2ccc([N+](=O)[O-])cc2)C2CCS(=O)(=O)C2)o1 (centres undefined)
  AID2073: 14%
  HIV fusion peptide: -1.3%
structure: Cc1ccc(NC(=O)Nc2cc(C(F)(F)F)c[nH]c2=O)cc1
  AID2073: -1%
  HIV fusion peptide: -0.8%
structure: Oc1ccc(NCc2cccs2)cc1
  AID2073: -24%
  HIV fusion peptide: -1.8%
structure: CC(=O)N1N=C(c2cccc([N+](=O)[O-])c2)OC1(C)c1cccs1 (centres undefined)
  AID2073: 11%
  HIV fusion peptide: -1.5%
structure: Cc1ccc(S(=O)(=O)CCC(=O)Nc2ccccc2Br)cc1
  AID2073: 34%
  HIV fusion peptide: 0.5%
structure: COc1ccc(CC(=O)NCC2CCCCC2)cc1OC
  AID2073: 6%
  HIV fusion peptide: -2.7%
structure: COc1ccc(C(C(=O)NCc2ccccc2)N(Cc2cccnc2)C(=O)c2snc(C(N)=O)c2N)cc1OC (centres undefined)
  AID2073: 10%
  HIV fusion peptide: 0.4%
structure: O=C(O)c1cccc(NC(=O)c2ccc(N3C(=O)c4ccc(C(=O)Nc5cccc(C(=O)O)c5)cc4C3=O)cc2)c1
  AID2073: 7%
  HIV fusion peptide: 25%
structure: Cc1cc(C)c(S(=O)(=O)NCc2csc(C)n2)c(C)c1
  AID2073: 13%
  HIV fusion peptide: 0.5%
structure: CC(=O)c1cn(CC(=O)Nc2ccccc2C(F)(F)F)c2ccccc12
  AID2073: 11%
  HIV fusion peptide: 0.1%
structure: COc1ccc(S(=O)(=O)N2CCN(CC(=O)Nc3ccccc3OC)CC2)cc1
  AID2073: 21%
  HIV fusion peptide: -1.2%
structure: COc1ccc(C(=O)NCCc2nnc3ccc(SCC(=O)N4CCCCC4)nn23)cc1
  AID2073: 9%
  HIV fusion peptide: 1.1%
structure: Cc1cc(=O)n2nc(N3CCCC(C(=O)NCc4cccc(Cl)c4)C3)sc2n1 (centres undefined)
  AID2073: 25%
  HIV fusion peptide: -0.9%

structure: Cc1onc(-c2ccccc2)c1C(=O)Nc1ccc(S(=O)(=O)N2CCOCC2)cc1
  AID2073: 10%
  HIV fusion peptide: -1.3%
structure: Cc1ccc(NC2CCCN(C(=O)c3cccc4nccnc34)C2)cc1C (centres undefined)
  AID2073: 3%
  HIV fusion peptide: -0.5%
structure: CCOC(=O)c1ccccc1N=Cc1c(O)c2ccccc2oc1=O
  AID2073: 14%
  HIV fusion peptide: -0.3%
structure: Cc1ccccc1N(C(=O)c1snc(C(N)=O)c1N)C(C(=O)NCC1CCCO1)c1ccc(F)cc1 (centres undefined)
  AID2073: 13%
  HIV fusion peptide: -0.3%
structure: O=[N+]([O-])c1ccc(C(O)C[n+]2ccccc2)cc1 (centres undefined)
  AID2073: 1%
  HIV fusion peptide: -1.1%
structure: CC1(C)CCC(=O)N2CC[C@H]3C[C@H](OC(=O)Nc4ccccc4)C[C@@H]1[C@H]32
  AID2073: -9%
  HIV fusion peptide: 2.0%
structure: COCCC(=O)N1CCC(Oc2ccc(C(=O)N3CCC(N(C)C)C3)cc2)CC1 (centres undefined)
  AID2073: 23%
  HIV fusion peptide: 1.2%
structure: CC1CN(c2ccnc3cc(Cl)ccc23)CC(C)O1 (centres undefined)
  AID2073: 14%
  HIV fusion peptide: -2.1%
structure: COc1ccc(/C=N\NC(=O)c2ccccc2)cc1COc1ccccc1
  AID2073: 15%
  HIV fusion peptide: 0.5%
structure: O=[N+]([O-])c1cc([N+](=O)[O-])c(Oc2cccnc2Br)cc1NN1CCCCC1
  AID2073: 4%
  HIV fusion peptide: -1.4%
structure: CCC(=O)OCC(=O)N=c1sccn1Cc1ccccc1Cl
  AID2073: 2%
  HIV fusion peptide: -1.0%
structure: CCOC(=O)c1oc2ccccc2c1COC(=O)CNC(=O)c1ccccc1
  AID2073: 9%
  HIV fusion peptide: 0.2%
structure: Cc1ccccc1NC(=S)Nn1cnnc1
  AID2073: -6%
  HIV fusion peptide: 1.1%
structure: NS(=O)(=O)c1ccc(CCNC(=O)C(=O)c2cn(CC(=O)N3CCOCC3)c3ccccc23)cc1
  AID2073: 1%
  HIV fusion peptide: 2.1%
structure: Cc1cc(=O)oc2cc(O[C@@H]3O[C@H](CO)[C@@H](O)[C@H](O)[C@H]3O)ccc12
  AID2073: 16%
  HIV fusion peptide: -0.4%

structure: COc1ccccc1CCN=C(N)NS(=O)(=O)c1ccc(C)c(C)c1
  AID2073: 5%
  HIV fusion peptide: 0.5%
structure: Cc1cccc(C(=O)Nc2c(C(=O)N3CCN(C)CC3)cnn2-c2ccccc2)c1
  AID2073: 8%
  HIV fusion peptide: 2.1%
structure: Cc1ccc(C)c(N(CC(=O)N2CCCCCC2)S(C)(=O)=O)c1
  AID2073: 9%
  HIV fusion peptide: 1.6%
structure: COc1ccc(C2=NS(=O)(=O)N(C)C(C(=O)N3CCc4ccccc4C3)=C2)cc1OC
  AID2073: 10%
  HIV fusion peptide: -0.9%
structure: COc1ccc(NC(=O)CSc2nc3sc(C)cc3c(=O)n2C)c(OC)c1
  AID2073: -5%
  HIV fusion peptide: -1.5%
structure: COc1ccc(S(=O)(=O)N2CCC(C(=O)NCc3ccncc3)CC2)cc1C
  AID2073: 0%
  HIV fusion peptide: 0.9%
structure: Cc1nc(C)n(CCNC(=O)c2ccco2)n1
  AID2073: -3%
  HIV fusion peptide: 0.3%
structure: O=S(=O)(Nc1ccon1)c1ccc(F)c(F)c1
  AID2073: 3%
  HIV fusion peptide: 0.7%
structure: CCOC(=O)/C(=N\Nc1ncnc2ccccc12)c1ccc(OC)cc1
  AID2073: 38%
  HIV fusion peptide: -2.6%
structure: CCC(C(=O)Nc1cccnc1)c1ccccc1 (centres undefined)
  AID2073: 11%
  HIV fusion peptide: -0.7%
structure: C=CCNC(=O)/C(C#N)=C/c1c(N2CCCCCC2)nc2ccccn2c1=O
  AID2073: 10%
  HIV fusion peptide: 0.0%
structure: Cc1sc2ncnc(N3CCC(C(=O)N(C)CC(=O)Nc4ccccc4Cl)CC3)c2c1C
  AID2073: 8%
  HIV fusion peptide: 0.3%
structure: CCCN(CCC)Cc1c(C(=O)N/N=C/c2ccsc2)nnn1-c1nonc1N
  AID2073: -8%
  HIV fusion peptide: -0.6%
structure: O=C1C(=O)N(Cc2cccnc2)C(c2ccc(Br)cc2)/C1=C(\O)c1ccc2c(c1)OCCO2 (centres undefined)
  AID2073: 20%
  HIV fusion peptide: 0.2%
structure: CC(Oc1ccc(Cl)cc1Cl)C(=O)NNC(=O)C(=O)N1CCCC1 (centres undefined)
  AID2073: 4%
  HIV fusion peptide: -0.8%

# Four entries from above, ordered by their value in HIV fusion peptide, smallest number first.
SMILES | HIV fusion peptide
CCOC(=O)/C(=N\Nc1ncnc2ccccc12)c1ccc(OC)cc1 | -2.6%
CCC(C(=O)Nc1cccnc1)c1ccccc1 (centres undefined) | -0.7%
COc1ccccc1CCN=C(N)NS(=O)(=O)c1ccc(C)c(C)c1 | 0.5%
Cc1cccc(C(=O)Nc2c(C(=O)N3CCN(C)CC3)cnn2-c2ccccc2)c1 | 2.1%

# A different layout for part of the listing above:
canonical_smiles	AID2073	HIV fusion peptide
CCOC(=O)/C(=N\Nc1ncnc2ccccc12)c1ccc(OC)cc1	38%	-2.6%
CCC(C(=O)Nc1cccnc1)c1ccccc1 (centres undefined)	11%	-0.7%
C=CCNC(=O)/C(C#N)=C/c1c(N2CCCCCC2)nc2ccccn2c1=O	10%	0.0%
Cc1sc2ncnc(N3CCC(C(=O)N(C)CC(=O)Nc4ccccc4Cl)CC3)c2c1C	8%	0.3%

# Carrying on:
structure: CC1CCCN(C(=O)Cn2c(=O)oc3cc(S(=O)(=O)N4CCCCC4)ccc32)C1 (centres undefined)
  AID2073: 6%
  HIV fusion peptide: 0.0%
structure: O=C(CNC(=O)c1ccc(OC(F)F)cc1)NC1CCCc2ccccc21 (centres undefined)
  AID2073: -4%
  HIV fusion peptide: -1.1%
structure: CCCc1cc(=O)oc2cc(OC(C)C(=O)NCc3ccccn3)c(Cl)cc12 (centres undefined)
  AID2073: 18%
  HIV fusion peptide: -0.1%
structure: COc1ccc(C(C(=O)NCC2CCCO2)N(C(=O)Cn2nnc3ccccc32)c2ccccc2C(C)=O)cc1OC (centres undefined)
  AID2073: -7%
  HIV fusion peptide: 0.8%
structure: COc1cc(/C=N/NC(=O)c2ccc(N)cc2)ccc1OC(=O)c1cccc(C)c1
  AID2073: 20%
  HIV fusion peptide: -0.5%
structure: O=C(NCc1cn2ccccc2n1)C1CCC(=O)N(Cc2ccccc2F)C1 (centres undefined)
  AID2073: 0%
  HIV fusion peptide: -0.6%
structure: COc1ccc(CNC(=O)Nc2cccc(Cl)c2)cc1
  AID2073: 7%
  HIV fusion peptide: -1.3%
structure: CCOc1ccc(-n2nnnc2SCC(=O)Nc2cccc(O)c2)cc1
  AID2073: 11%
  HIV fusion peptide: -2.5%
structure: CC(C)Cc1cc(CNC(=O)C2CCC(=O)N(CCc3cccc(F)c3)C2)on1 (centres undefined)
  AID2073: -10%
  HIV fusion peptide: 1.2%
structure: CCCCN1C(=O)/C(=C2/Sc3ccc(Cl)cc3N2CC)SC1=S
  AID2073: -24%
  HIV fusion peptide: -0.1%
